NCI-60 one-dose screen, 48 h, at 10 µM unless noted. Numbers give growth in % (100 = growth as untreated, 0 = no growth, -100 = all killed).
NCI-H460 – NCI-H460 lung cancer. 82,000 tested, 6.8% active
NCI-H23 – NCI-H23 lung cancer; 80,000 tested, 4% active
NCI-H522 – NCI-H522 lung cancer; 78,000 tested, 8% active; AID 1794739
HCT-15 – HCT-15 colon cancer; AID 1794746; 82,000 tested, 5.2% active
HCT-116 – HCT-116 colon cancer | AID 1794798 | 82,000 tested, 7.3% active
NCI-H322M – NCI-H322M lung cancer | 80,000 tested, 2.7% active
NCI-H226 – NCI-H226 lung cancer; 79,000 tested, 3.5% active; AID 1794732
NCI/ADR-RES – NCI/ADR-RES ovarian cells; 81,000 tested, 4.4% active; AID 1794790
COLO 205 – COLO 205 colon cancer; 79,000 tested, 7.3% active
Active calls of the source: *; x = no result given; & = joins results of further samples. Rule for the calls: active = growth percent below 10; inactive = the rest.

Values run as follows: NCI-H460	NCI-H23	NCI-H522	HCT-15	HCT-116	NCI-H322M	NCI-H226	NCI/ADR-RES	COLO 205
> O=C(Nc1ccc([N+](=O)[O-])cc1)C(c1ccccc1)c1ccccc1
→ 92	78	64	93	85	98	97	81	111
> CCC(CCCCc1ccccc1)(C(=O)O)C(=O)O
→ 112	92	103	105	106	96	101	108	x
> CC1=CC(C)(C)Nc2ccccc2N1
→ 117	102	104	121	99	92	100	106	100
> Cc1nn(-c2ccccc2)c(N2CCCC2)c1-c1nc2ccc(C(=O)O)cc2[nH]1
→ 98	103	98	104	95	103	102	109	114
> N=c1sc(Cc2cc(Cl)ccc2Cl)cn1CC(=O)c1ccccc1
→ 20	68	40	23	26	56	66	36	72
> COc1ccc(C(=O)CSc2nccc(Nc3ccc(S(=O)(=O)Nc4cc(C)on4)cc3)n2)cc1
→ 107	102	96	100	101	115	105	108	112
> Cc1ccc(-c2cc(-c3ccncc3)[nH]c(=O)c2C#N)cc1
→ 105	101	91	106	110	101	102	105	119
> CN(C)c1ncc(/C=C2\SC(=S)N(Cc3ccccc3Cl)C2=O)s1
→ 29	80	78	85	41	80	84	91	92
> CCCCCCCCCCCCNC(=O)COCc1ccccc1
→ 103	95	93	96	94	100	105	105	96
> O=C(NCc1cccnc1)c1cc(-c2csc3c(=O)cc(N4CCNCC4)oc23)cc2c1OCCO2
→ 100	95	44	101	83	96	88	103	84
> Clc1ccc(-c2cnc3nonc3n2)s1
→ 93	74	53	54	67	97	100	98	68
> CN1CCc2c(sc3ncnc(N/N=C/c4cc(Br)c(O)c(Br)c4)c23)C1
→ 101	96	100	107	100	99	102	104	106
> O=c1c2ccccc2cc2n1CCN=C2c1ccccc1
→ 101	94	98	97	106	100	96	100	103
> CCc1ccc2[nH]c(=O)c(C(c3nnnn3Cc3ccc(F)cc3)N3CCN(C4CCCCC4)CC3)cc2c1 (stereo not given)
→ 100	98	103	102	76	91	75	96	101
> COc1cc(/C=N/NC(=O)c2ccc(NS(C)(=O)=O)cc2)ccc1O
→ 106	101	95	100	111	104	94	98	104
> Cc1ccn2c(C(=O)NCc3ccc(OCc4cn(Cc5ccc([N+](=O)[O-])cc5)nn4)cc3)c(C)nc2c1
→ 92	65	80	94	78	86	73	80	94
> COc1cc(/C=C\c2ccc(-c3ccc(-c4cc(OC)c(OC)c(OC)c4)cc3)cc2)cc(OC)c1OC
→ 109	97	x	113	114	100	103	106	116
> CC(=O)[C@@]1(O)CC[C@H]2[C@@H]3C[C@H](C)C4=CC(=O)CC[C@]4(C)[C@H]3CC[C@@]21C
→ 102	105	x	92	96	100	83	88	100
> CCOc1ccc(OCC)c(NC(=O)OC(C)C)c1
→ 105	102	85	97	104	103	102	104	109
> O=C1C(Cl)=C(Cl)C(Cl)(Cl)C(Cl)C1(Cl)Cl (stereo not given)
→ 118	106	89	91	102	103	105	104	105
> Cc1ccc(S(=O)(=O)NNC(=O)COc2ccc3c(C)c(Cc4ccccc4)c(=O)oc3c2C)cc1
→ 105	104	85	107	103	94	102	104	x
> O=C(N/N=C/c1ccccc1Cl)c1cccc2ccccc12
→ 99	98	84	102	102	108	100	107	114
> CN1C(=O)C(C2=NN(c3cc(Cl)cc(Cl)c3)C(c3ccc(Cl)cc3)C2)C(=O)N(C)C1=O (stereo not given)
→ 76	72	x	90	82	99	69	87	92
> Oc1cc(O)c(Br)cc1Br
→ 108	110	89	101	97	92	103	105	101
> CC1=C(C)C(=O)C(N2CCN(C(C)C)CC2)=CC1=O
→ 106	104	104	110	102	110	103	108	111
> CCOC(=O)CC(C(C)=O)C(=O)OCC (stereo not given)
→ 100	105	93	100	111	108	103	111	118
> COc1ccc(/C=C/C(=O)c2ccc(NC(=O)COc3cccc4cccnc34)cc2)cc1
→ 101	93	75	91	41	101	86	81	105
> COc1ccc(/C=C/C(=O)c2ccc(NC(=O)CSc3nnc(-c4ccccc4)n3-c3ccccc3)cc2)cc1
→ 101	91	85	105	58	x	100	101	107
> O=C(NC(Cc1nn[nH]n1)C(=O)OCc1ccccc1)OCc1ccccc1 (stereo not given)
→ 108	105	91	101	123	106	x	108	106
> CC1=NN(c2ccc(S(=O)(=O)O)cc2)C(=O)C1
→ 103&112	94&100	92&105	96&102	96&110	111&120	111&107	101&107	111&111

Looked up by compound from the entries so far (4):
Values run as follows: NCI-H460	NCI-H23	NCI-H522	HCT-15	HCT-116	NCI-H322M	NCI-H226	NCI/ADR-RES	COLO 205
> CC1=NN(c2ccc(S(=O)(=O)O)cc2)C(=O)C1
→ 103&112	94&100	92&105	96&102	96&110	111&120	111&107	101&107	111&111
> CC(=O)[C@@]1(O)CC[C@H]2[C@@H]3C[C@H](C)C4=CC(=O)CC[C@]4(C)[C@H]3CC[C@@]21C
→ 102	105	x	92	96	100	83	88	100
> CN(C)c1ncc(/C=C2\SC(=S)N(Cc3ccccc3Cl)C2=O)s1
→ 29	80	78	85	41	80	84	91	92
> CCc1ccc2[nH]c(=O)c(C(c3nnnn3Cc3ccc(F)cc3)N3CCN(C4CCCCC4)CC3)cc2c1 (stereo not given)
→ 100	98	103	102	76	91	75	96	101

(more compounds)
Values run as follows: NCI-H460	NCI-H23	NCI-H522	HCT-15	HCT-116	NCI-H322M	NCI-H226	NCI/ADR-RES	COLO 205
> Cc1ccc(C2=Nc3c(ccc4c(C)c(C)c(=O)oc34)OC2)cc1
→ 102	97	x	94	95	90	101	97	111
> Cc1cc(-c2ccc(Cl)cc2)n(Cc2nnc(SCC(=O)Nc3ccc(S(N)(=O)=O)cc3)n2C2CCCCC2)n1
→ 105	99	100	98	107	97	93	106	116
> OCNC(=S)c1c(Cl)cccc1Cl
→ 101	108	101	x	103	100	98	111	118
> NC(=O)C(c1ccccc1)N1CCCC1 (stereo not given)
→ 102	115	x	100	99	114	100	111	102
> O=Nc1ccccc1N=O
→ 94	72	-61*	51	93	84	88	81	83
> Cc1ccc(S(=O)(=O)NCCCNc2nccc(-c3c(-c4ccc(F)cc4)nc4sccn34)n2)cc1
→ 56	81	56	61	54	61	71	64	44
> COc1ccc(C(=O)c2sc3nc(-c4cc(OC)ccc4OC)cc(-c4ccccc4)c3c2N)cc1
→ 98	86	77	89	80	85	87	93	106
> Cc1ccc(S(=O)(=O)N/N=C2\CCCc3ccccc32)cc1
→ 97	87	103	109	114	x	91	97	115
> Cc1ccc(N2NC(C(=O)N(C)C)=NCC2=O)cc1
→ 109	103	93	102	104	98	106	104	119
> O=C(NCCCNc1cc(-c2cn(-c3ccccc3)nc2-c2cccc(O)c2)ccn1)Nc1ccc(Cl)c(C(F)(F)F)c1
→ 68	79	77	36	56	86	87	82	71
> Cc1nn(-c2ccc(Cl)cc2)c2c1C(c1ccc(Br)cc1)C(C#N)=C(N)O2 (stereo not given)
→ 104	96	97	102	98	99	101	103	103
> CC1=NNC(=O)/C1=C\c1cc(=O)oc2cc(C)ccc12
→ 106	100	97	100	110	109	96	101	109
> NCC1(O)CCCCC1
→ 107	104	x	99	106	143	122	102	111
> CC(=O)Oc1cc2c(cc1OC(C)=O)C(=O)CCCC2
→ 107	103	100	95	101	114	92	104	114
> Cc1csc(N=Nc2ccc(N(C)C)cc2)[n+]1[O-]
→ 100	94	74	80	94	77	102	x	73
> O=c1[nH]c2c(Cl)c(Cl)c(Cl)c(Cl)c2[nH]c1=O
→ 114	102	107	96	96	112	109	101	107
> CCOC(=O)c1c(N)c(C#N)cn1-c1cc(OC)ccc1OC
→ 103	91	96	116	107	88	93	97	117
> O=C1C(N2CCNCC2)=C(I)C(=O)c2ncccc21
→ 66	84	79	87	89	112	86	83	110
> COc1ccc2c(c1)c(-c1noc(-c3cn(C)c4ncccc34)n1)cn2C
→ 91	97	67	95	69	99	106	87	104
> Cc1cc(=O)oc2c1ccc1oc(C#N)c(C)c12
→ 108	98	102	99	90	99	107	96	121
> NC(CSCc1ccccc1)C(=O)O (stereo not given)
→ 105	108	95	101	104	98	95	108	128
> COc1ccc(-c2cc(-c3cc(OC)c(OC)c(OC)c3)c(C#N)c(=O)n2CCCCC(=O)Nc2ccccc2N)cc1
→ 95	94	84	67	86	96	85	97	114
> Cc1ccc(-n2c(=S)[nH]c3sc4c(c3c2=O)CCC(=O)C4)cc1
→ 17	69	10	25	36	90	83	27	82
> NS(=O)(=O)c1ccc(NC(=O)CS(=O)(=O)c2ccccc2)cc1
→ 114	104	93	106	99	116	97	107	111
> Cc1ccc2c3c(c(=O)[nH]c2c1)C1(C(C#N)=C(N)O3)c2cc(Br)ccc2-c2ccc(Br)cc21
→ -57*	6.8*	-8.2*	11	10	16	-17*	54	-52*
> Cc1nn(-c2ccccc2)c2ncnc(N/N=C/c3cccc(O)c3)c12
→ 16	61	25	23	24	73	80	23	57
> Nc1c(C(=O)N/N=C\c2ccc(OC(F)F)c(OCc3ccccc3)c2)cnn1CC(O)c1ccccc1 (stereo not given)
→ 50	55	41	31	26	80	x	37	x
> CCOC(=O)C(Cc1ccc(C)cc1)n1cc(-c2ccccc2)nn1 (stereo not given)
→ 101	93	86	106	96	101	96	100	121
> Clc1nc(Nc2ccccn2)c2ncn(-c3ccc(Br)cc3Cl)c2n1
→ 102	105	93	98	95	101	104	107	119
> O=C(NCc1ccccc1)C(=O)NCc1ccccc1
→ 114	104	100	101	109	96	107	107	117

Compounds above that have a thiophene ring, fused or not:
Values run as follows: NCI-H460	NCI-H23	NCI-H522	HCT-15	HCT-116	NCI-H322M	NCI-H226	NCI/ADR-RES	COLO 205
> O=C(NCc1cccnc1)c1cc(-c2csc3c(=O)cc(N4CCNCC4)oc23)cc2c1OCCO2
→ 100	95	44	101	83	96	88	103	84
> Clc1ccc(-c2cnc3nonc3n2)s1
→ 93	74	53	54	67	97	100	98	68
> CN1CCc2c(sc3ncnc(N/N=C/c4cc(Br)c(O)c(Br)c4)c23)C1
→ 101	96	100	107	100	99	102	104	106
> COc1ccc(C(=O)c2sc3nc(-c4cc(OC)ccc4OC)cc(-c4ccccc4)c3c2N)cc1
→ 98	86	77	89	80	85	87	93	106
> Cc1ccc(-n2c(=S)[nH]c3sc4c(c3c2=O)CCC(=O)C4)cc1
→ 17	69	10	25	36	90	83	27	82

Going on with the list.
Values run as follows: NCI-H460	NCI-H23	NCI-H522	HCT-15	HCT-116	NCI-H322M	NCI-H226	NCI/ADR-RES	COLO 205
> O=C1c2c(sc3c2CCCC3)N2C(=NN3C2=C2CC(c4ccccc4)=NN2C3NCc2ccccc2)N1Cc1ccccc1 (stereo not given)
→ 86	98	36	98	93	93	101	90	95
> CN1C(=C=Cc2cc(I)c(O)c(I)c2)C(C)(C)c2ccccc21
→ 93	86	81	97	99	97	87	103	101
> C[C@H]1C=C(C[C@@H](O)CC#CC#CCCCCC[C@@H](O)[C@H]2CCC(=O)O2)C(=O)O1
→ 118	100	79	110	83	114	99	95	115
> Cc1noc(NS(=O)(=O)c2ccc(N)cc2)c1C
→ 116	109	103	104	103	99	104	115	98
> Nc1[nH]c(=O)nc2oc(-c3ccccc3)c(-c3ccccc3)c12
→ 108	85	93	91	77	90	107	97	127
> O=c1c(-c2nnc(SCc3ccccc3)o2)cnc2nc[nH]n12
→ 108	98	77	106	96	105	92	96	103
> C=C(C)[C@@H]1CC[C@]2(C(=O)O)CC[C@]3(C)[C@H](CC[C@@H]4[C@@]5(C)C[C@@H](CC#Cc6ccccc6N)[C@H](O)C(C)(C)[C@@H]5CC[C@]43C)[C@@H]12
→ 102	97	73	100	85	107	103	104	113
> CC(=O)S
→ 104	103	87	95	93	119	96	103	112
> CC(=O)c1ccc(NC(=O)CSc2nnc(-c3cc(-c4ccc(C)cc4)nc4ccccc34)o2)cc1
→ 11	28	23	57	-7.5*	86	59	60	77
> CC(C)Sc1nc(Oc2ccccc2/C=C2/SC(=O)NC2=O)c(C#N)c(-c2ccc(F)cc2)n1
→ 98	95	93	96	93	101	94	94	118
> Cc1ccc(-c2cnc3sc(C(=O)NCCc4ccccc4)c(C)n23)cc1
→ 102	95	92	98	96	92	79	104	116
> O=S(=O)(Nc1nnc(/C=C/c2ccccc2)s1)c1ccccc1
→ 106	106	80	96	93	104	96	112	113
> Clc1nc(Cl)c2ncn(-c3ccccc3)c2n1
→ 89	100	-69*	45	32	77	93	93	81
> CCCCCC(=O)Oc1ccc(/C(=C(\C)c2ccc(OC)cc2)c2ccc(OCCN3CCCCC3)cc2)cc1
→ 52	67	75	9.9*	53	78	99	71	-33*
> CC(C)C(NC(=O)c1ccccc1)C(=O)O (stereo not given)
→ 118	90	104	101	106	114	122	100	108
> Brc1cccc[n+]1-c1cccc(-c2cccc(-[n+]3ccccc3Br)c2)c1
→ 97	100	93	104	101	103	95	113	108
> CSc1nc(N)c(N=Nc2ccc(S(N)(=O)=O)cc2)c(N)n1
→ 105	114	92	83	96	97	99	114	135
> CCCCC(O)(CCCC)CCCC
→ 104	99	87	102	92	106	93	104	103
> CNCc1c(O)ccc2ccccc12
→ 109	100	65	105	88	101	106	105	109
> c1cnc2noc(Nc3ncnc4c3sc3ncccc34)c2c1
→ 100	97	94	97	97	103	96	101	105
> CCOC(=O)C1=C(C)N=C2SC=C(c3ccc(F)cc3)N2[C@H]1c1cn[nH]c1-c1ccc(F)cc1
→ 100	94	88	106	89	90	91	112	96
> CCOC(=O)C1(CC(C)C)CCOC1=O (stereo not given)
→ 103	102	100	97	107	104	106	99	115
> Cc1cc(S(=O)(=O)Nc2nn(C)c(=O)[nH]2)c(SCc2ccccc2)cc1Cl
→ 107	93	54	96	97	96	98	102	108
> CN(C)c1ccc(/C=C/C=C2\c3ccccc3-c3ccc([N+](=O)[O-])cc32)cc1
→ 107	84	62	97	88	105	101	101	98
> N#CC1C=CN(CC(N)=O)c2ccc3cccnc3c21 (stereo not given)
→ 103	95	86	96	95	97	87	105	80
> Cc1ccccc1NC(=S)n1c(=O)cc(C)c2ccc(O)cc21
→ 101	98	102	107	106	97	109	101	111
> CCCCCCCCCCCCCCCCCCOCC(O)CO (stereo not given)
→ 128	101	70	90	103	102	103	102	114
> CCOc1ccc(N2C(=O)N(c3ccc(SC)cc3)C(=N)C2=S)cc1
→ 108	110	81	102	89	103	106	103	104
